Screening results deposited in PubChem by several laboratories.
SDO1 yeast rescue = growth rescue of sdo1-depleted yeast, primary screen, S. cerevisiae, bone marrow failure model | S. cerevisiae sdo1-depleted JHY4D growth rescue, OD600 30 h; stronger effect = higher value; pdr5 snq2 efflux-pump mutant strain | z-score at 10 µM | 0.21% of 140,000 active | AID 817, 2007;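 active means z-score above 3 at both the 24 hr and the 30 hr optical density reads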;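 further: z-score against mean and SD of all compound wells on the same plate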
INS promoter inh = inhibitors of insulin promoter-driven GFP, primary screen, imaging, TRM-6 cells (human fetal islet line), eGFP reporter, cell count; reporter expression induced with tamoxifen; inhibition, % at 2 µM; 0.9% of 130,000 active;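 active means inhibition above the mean plus 3 SD, with well images judged a real hit on visual review, cut at about 60% in these data, passing the limit was not always enough; inconclusive means inhibition over the cutoff but images rejected on review; inactive means inhibition not above the cutoff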
SDO1 yeast rescue Rescue 24 h = recorded beside SDO1 yeast rescue, whose call it bears; z-score; S. cerevisiae sdo1-depleted JHY4D growth rescue, OD600; measured here: growth rescue at 24 h;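 0 is the plate mean of compound wells and units are plate SD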
Active calls of the source: *; u = inconclusive; x = no result given; & = joins results of further samples.

Results follow in this order: SDO1 yeast rescue	SDO1 yeast rescue Rescue 24 h	INS promoter inh
O=C(COc1ccccc1)N1CCN(S(=O)(=O)c2cccs2)CC1
    0.13	0.8	-40.6
COc1ccccc1CNC(=O)c1ccc(NS(=O)(=O)c2c(C)noc2C)cc1
    0.83	0.18	x
CN(CC(=O)NC1CCCc2ccccc21)S(=O)(=O)c1cccs1 (configuration not stated)
    -0.26	0.6	0.0
Cc1cccc(N(CC(=O)NC2CCCCC2)C(=O)c2ccc(C)s2)c1
    -1.26	-0.89	x
O=C(CN1CCCCC1)Nc1ccc(NC(=O)c2ccccc2Cl)cc1Cl
    -0.19	-0.65	10.3
O=C(Cn1nc(-c2ccc(Cl)cc2)ccc1=O)NCC1CCCO1 (configuration not stated)
    1.1	1.16	x
Cn1c(-c2cccc(Br)c2)n[nH]c1=O
    x	x	0.0
CCSc1cnc(-c2ccccc2)n1CC
    -0.87	-1.31	u
Cn1cc(C(=O)NCCO)c(=O)c2ccccc21
    x	x	52.9
O=C(Cc1ccccc1)N1CCCC(c2nc(-c3ccc(S(=O)(=O)N4CCCC4)cc3)no2)C1 (configuration not stated)
    -0.82	-0.88	-62.5
CC(C)CCNC(=O)C1CC(c2cccc([N+](=O)[O-])c2)=NO1 (configuration not stated)
    -0.33	-0.42	13.3
CCOC(=O)c1nn(-c2ccc(F)cc2)c2nc(Nc3ccccc3)cc(=O)n12
    0.7	2.45	-23.3
CCN(CC(=O)NC1CCS(=O)(=O)C1)c1ccc(S(C)(=O)=O)cc1[N+](=O)[O-] (configuration not stated)
    -0.13	-0.72	-17.1
CCc1ccc(NC(=O)CNS(=O)(=O)c2c(C)noc2C)cc1
    -0.21	0.2	x
O=C(O)c1ccc(COc2ccccc2C=C2C(=O)c3ccccc3C2=O)cc1
    0.48	-0.12	-73.3
COc1cccc(CN2CCN(Cc3nc4c(s3)CCCC4)CC2CCO)c1 (configuration not stated)
    x	x	11.1
CC(C)(C#N)N([O-])C=C[N+](=O)C(C)(C)C#N
    1.11	1.16	x
COc1ccccc1-n1cnnc1SCC(=O)N1CC(=O)Nc2ccccc21
    1.09	0.71	-2.9
Cn1c(C(=O)OCC(=O)NCCc2ccccc2)cc2sccc21
    -1.68	-1.06	-25.7
Nc1ncnc2nc(Sc3ccc(Cl)cc3)[nH]c12
    2.71	1.66	61.5
COc1ccc(OC)c(CCNC(=O)C2CCN(c3nnc(-n4cccc4)s3)CC2)c1
    -0.02	-0.61	x
Cc1occc1C(=O)NCc1cccc(CNC(=O)c2ccoc2C)c1
    -0.1	0.21	-15.4
CCc1nnc(NC(=O)c2sc3nc4cc(C)ccc4cc3c2N)s1
    -0.95	-0.24	x
COC(=O)/C(=N/Nc1ccccc1Cl)Sc1nnc(C(O)c2ccccc2)n1-c1ccccc1 (configuration not stated)
    1.04	1.11	-70.6
COc1ccc(/C=C2/C(=O)N(CC3CCCO3)C(=S)N2C)c(OC)c1 (configuration not stated)
    -1.36	-1.87	-40.0
CCOC(=O)CSc1nc(N)c(C#N)c(-c2cccs2)c1C#N
    -0.33	-1.01	28.6
CCOC(=O)C(Cc1cc(C(C)=O)ccc1OCC)C(=O)OCC
    -0.67	-1.11	-24.3
O=C(O)c1cc(-c2ccco2)[nH]n1
    0.59	0.92	11.6
COc1ccc(NC(=O)C2CCCN(S(=O)(=O)c3cccnc3)C2)c(OC)c1 (configuration not stated)
    0.81	0.87	x
CCOC(=O)c1sc(NC(=O)CSc2nnc(Cc3ccccc3)o2)c(C#N)c1C
    -2.56	-1.56	-51.7
Nc1c(-c2ccc(F)cc2)cnn1C1CCS(=O)(=O)C1 (configuration not stated)
    1.19	0.48	x
CCC(=O)N1CCN(c2ccccc2NC(=S)NC(=O)c2cccc([N+](=O)[O-])c2)CC1
    x	x	-76.2
Cc1c(CCO)sc[n+]1CC(=O)OCCC12CC3CC(CC(C3)C1)C2
    -0.07	-0.75	66.7*
COc1ccccc1-c1cc(C(F)(F)F)nc(N2CCCC2)n1
    -0.94	-1	x
Cc1cc(C)[n+](-c2ccc(C(C)C)cc2)c2[nH]c(=O)[nH]c(=O)c12
    0.27	0.25	28.6
Cc1cc(C(=O)OCC(=O)NC2CCCCC2)c(C)o1
    -0.39	-0.4	-30.4
Cc1cccc(OCCCN2CCCCCC2)c1
    -0.47	-0.92	-2.6
CCN(CC)C(=O)/C(=C\c1ccc2c(c1)OCO2)NC(=O)c1ccc(Br)cc1
    -0.32	-0.23	-6.7
COCCCNC(=O)CN(c1cc(OC)ccc1OC)S(=O)(=O)c1ccccc1
    -0.7	-1.05	-64.7
Cc1ccc2nc(-c3cccc(NC(=O)c4ccco4)c3)[nH]c2c1
    0.55	-0.18	x

Entries of single compounds, quoted from the list.
COc1ccccc1CNC(=O)c1ccc(NS(=O)(=O)c2c(C)noc2C)cc1 is listed with SDO1 yeast rescue = 0.83; SDO1 yeast rescue Rescue 24 h = 0.18; INS promoter inh = x
CCC(=O)N1CCN(c2ccccc2NC(=S)NC(=O)c2cccc([N+](=O)[O-])c2)CC1 is listed with SDO1 yeast rescue = x; SDO1 yeast rescue Rescue 24 h = x; INS promoter inh = -76.2

Remaining list, next part
Results follow in this order: SDO1 yeast rescue	SDO1 yeast rescue Rescue 24 h	INS promoter inh
CC(=O)OCC[N+](C)(C)C
    0.34&-0.27	-0.46&-0.62	-4.3&-57.1
O=C1c2ccccc2C(=O)N1CCCSc1nc2ccccc2o1
    -0.69	0.09	x
N=c1n(CCN2CCOCC2)c2ccccc2n1Cc1ccccc1Br
    -0.61	-0.38	x
COc1cc(/C=N/Nc2cc(C)nc(NS(=O)(=O)c3ccc(C)cc3)n2)ccc1O
    1.38	1.48	x
O=C(CN1C(=O)NC2(CCCCC2)C1=O)Nc1ccccc1Cl
    0.23	0.04	0.0
COC(=O)CC1C(=O)NCCN1C(=O)CSc1nnnn1-c1ccc(Cl)cc1 (configuration not stated)
    x	x	6.2
CCC(N1CCOC1=O)S(=O)(=O)c1ccc(C)cc1 (configuration not stated)
    0.25	-0.03	-46.9
COc1ccc(Oc2ncc(CN3CCN(c4ccccc4)CC3)s2)cc1
    -0.45	-0.69	31.4
O=C(Nc1nc2c(c(=O)[nH]1)CCCC2)C1CC1
    -0.33	-0.19	-50.0
COc1cccc2c(=O)n(CC(=O)NC3CCCC3)ccc12
    0.62	0.81	x
O=C(NCC1CCCO1)c1cc(-c2ccco2)nc2ccccc12 (configuration not stated)
    0.28	-0.79	x
CC(C)(C)NC(=O)CN1CCC(O)(c2ccc3c(c2)OCO3)CC1
    -0.32	0.01	-11.1
CCCCC(=O)NC1(C(F)(F)F)NC(=O)N(Cc2ccccc2)C1=O (configuration not stated)
    x	x	-83.3
CCN(CC)S(=O)(=O)c1ccc(N=NC2=C(O)CC(C)(C)CC2=O)cc1
    -0.57	-0.47	16.0
CCOC(=O)c1sc(=NC(=O)c2cccc(C)c2)n(C)c1C
    x	x	-21.4
Cc1ccccc1C(=O)NC1CCN(C(=O)N(c2ccccc2)c2ccccc2)CC1
    0.98	-0.2	-14.3
COCCSc1ccccc1C(=O)N1CCN(Cc2ccc3c(c2)OCO3)CC1
    0.42	-0.23	50.0
COc1ccccc1OCC(=O)OCC(=O)Nc1ncc(Cl)cc1Cl
    0.42	0.71	-27.3
Cc1[nH]nc2c1C1(CCC3(CC1)OCCO3)C(C#N)=C(N)O2
    -0.39	-1.67	21.1
COc1ccc(OCC(=O)N/N=C/c2ccc(OC)c(OC)c2C(=O)O)cc1
    0.68	-0.11	48.1
CCCCOC(=O)CNc1nnc(SCC(=O)OCC)[nH]c1=O
    -0.78	-1.08	19.1
Cc1ccccc1N=C1NN=C(c2ccccc2F)CS1
    -0.22	-0.6	x
O=C(c1cc2c(ccc3ccccc32)oc1=O)N1CCN(CCO)CC1
    0.81	0.73	x
O=C(COc1ccccc1Cl)NC(=S)Nc1cccc(NC(=O)c2ccccc2Cl)c1
    0.05	0.25	x
COC(=O)c1cc(COc2ccc3c(c2)oc(=O)c2ccccc23)c(C)o1
    0.08	2.76	-5.7
CCOc1ccc(N2C(=O)CC(Sc3nnnn3-c3ccccc3)C2=O)cc1 (configuration not stated)
    x	x	-188.9
CCO/N=C(/C)c1c(O)cc(C(C)(C)C)n(-c2ccccc2)c1=O
    0.09	0.14	0.0
CC(Cl)C(=O)NNc1cccc(Cl)n1 (configuration not stated)
    1.03	0.63	-2.9
CC(C)(C)C(=O)NC1CCN(C(=O)N2CCCC2)CC1
    1.04	0.6	-25.0
CCOc1ccc2[nH]c(C)c(CN3CCN(C)CC3)c(=O)c2c1
    1.42	1.1	-29.0

Molecules shown so far that have a tert-butyl group (three):
Results follow in this order: SDO1 yeast rescue	SDO1 yeast rescue Rescue 24 h	INS promoter inh
CC(C)(C)NC(=O)CN1CCC(O)(c2ccc3c(c2)OCO3)CC1
    -0.32	0.01	-11.1
CCO/N=C(/C)c1c(O)cc(C(C)(C)C)n(-c2ccccc2)c1=O
    0.09	0.14	0.0
CC(C)(C)C(=O)NC1CCN(C(=O)N2CCCC2)CC1
    1.04	0.6	-25.0

(further entries)
Results follow in this order: SDO1 yeast rescue	SDO1 yeast rescue Rescue 24 h	INS promoter inh
Cc1ccc(/C=C/C(=O)OCc2nc(N)nc(Nc3ccccc3C)n2)o1
    x	x	0.0
CC1(C)Cc2c(sc3nc4n(c(=O)c23)CCC4)CO1
    -0.68	-0.74	40.6
Cc1ccc(N2C(=O)[C@@H]3[C@H](C2=O)C2CCCN2[C@@H]3C(=O)c2ccccc2)cc1 (some centres not stated)
    0.37	-0.14	22.2
CN=CC1=C(O)CC(C)(C)CC1=O
    0.86	0.78	x
O=C(COc1ccc2c(c1)CCC2)N1CCN(c2cccc(C(F)(F)F)c2)CC1
    0.69	0.16	18.5
O=C1CC(c2ccsc2)c2cc3c(cc2N1)OCCO3 (configuration not stated)
    0.94	0.75	x
CC1=CC(=O)C(C(C)C)=C/C1=N/OC(=O)c1cccc([N+](=O)[O-])c1
    -0.94	-0.81	16.1
Cc1ccc2cc(C#N)c(SCC(=O)NCC3CCCO3)nc2c1 (configuration not stated)
    0.48	0.12	x
Cc1ccccc1OCC(=O)NC(=S)Nc1ccc(N2CCOCC2)c(Cl)c1
    0.04	1.16	0.0
Cc1cc(C)c(C)c(S(=O)(=O)N2CCN(CC(=O)c3c(N)n(Cc4ccccc4)c(=O)n(C)c3=O)CC2)c1C
    0.58	0.46	21.6
O=C(Oc1ccccc1Cl)c1ccccc1P(=O)(O)O
    1.42	1.07	-38.7
Cc1ccc(C)c(NC(=S)N2CCCCCC2)c1
    0.65	1.22	x
O=C(Nc1nc2c(s1)CN(Cc1ccccc1)CC2)c1cccc(S(=O)(=O)N2CCc3ccccc32)c1
    -0.55	0.78	-25.0
CS(=O)(=O)N(CC(=O)N1CCN(c2cccc(Cl)c2)CC1)c1cccc(F)c1
    0.08	0.47	-6.5
O=P(OC1CCCCC1)(OC1CCCCC1)C(O)c1ccc(Cl)cc1Cl (configuration not stated)
    -1.03	-0.17	3.6
COC(=O)c1ccccc1N(C)S(C)(=O)=O
    0.03	-0.37	-7.9
Cc1ccc(NC(=O)CC2S/C(=N/c3nccs3)N(C)C2=O)c(C)c1 (configuration not stated)
    -0.46	-0.97	-32.1
O=C(CSc1nccc(=O)[nH]1)Nc1ccc(F)c(Cl)c1
    1.36	1.47	12.2
CSc1cccc(NC(=O)CCCOc2ccc(Cl)cc2C)c1
    -0.27	0.03	-20.6
COc1ccc(N2C(=O)CSC23CCCCC3)cc1
    0	0.18	-29.0
Cc1cc(NC(=O)CSc2n[nH]c(CC(C)C)n2)no1
    1.41	1.62	-23.1
CC(=O)c1sc2nc(-c3cccs3)cc(C(F)(F)F)c2c1N
    -0.51	-0.6	x
O=C(O)c1ccc(S(=O)(=O)c2ccc3c(c2)C(=O)N(Cc2ccco2)C3=O)cc1
    0.91	-0.19	41.3
COc1cccc(C(C(=O)NC2CCCCC2)N(CCN2CCOCC2)C(=O)C2COc3ccccc3O2)c1 (configuration not stated)
    x	x	23.5
COc1ccc(NC(=O)CN(c2cc(C)cc(C)c2)S(=O)(=O)c2c(C)noc2C)cc1
    -0.97	-1.1	x
O=C(CSc1nc2ccccc2s1)NC1CCCc2ccccc21 (configuration not stated)
    -0.56	-0.55	x
CCOc1ccc(NC(=O)Nc2cnccn2)cc1
    x	x	-26.7
CSc1nc(C)c(Cc2ccccc2)c(=O)[nH]1
    x	x	-25.0
N#CCSc1ccsc1C(=O)Nc1ccc(F)cc1
    0.88	0.89	-18.2
O=C(N/N=C\c1ccncc1)c1ccccc1O
    x	x	-71.4
COc1ccc(/C=N/NC(=O)c2cc(-c3ccc(C)cc3C)nc3ccccc23)cc1COC(C)=O
    -0.43	-0.19	x
CCOC(=O)c1c(C)c(C(=O)N2CCCCCC2)c(C)n1CC
    -0.49	-0.76	-28.1
COc1ccc(NC(=O)Cn2nnc(C(=O)NCCc3ccc(OC)c(OC)c3)c2N)cc1
    0.04	0.85	-2.3
O=C(O)CC(SCC(=O)Nc1ccc(Br)cc1)C(=O)O (configuration not stated)
    x	x	31.6
CCCN(CCO)Cc1ccc(F)c(Br)c1
    1.62	1.79	50.0
Cc1cc(Cl)c(S(=O)(=O)NC(C)C)cc1OCC(N)=O
    0.18	-0.42	-3.9
COc1ccc(/C=N/N2CCOCC2)cc1COc1ccc(Cl)cc1
    -0.94	-0.88	-19.2
Cn1nnnc1SC(C(=O)Nc1cccc(C(F)(F)F)c1)c1ccccc1 (configuration not stated)
    0.53	0.79	6.9

A portion of the library, so the mix of outcomes need not match the whole.
